FXIa single inh = human FXIa protease inhibitors, primary screen, biochemical, single compound per well; Coagulation factor XI (Homo sapiens), P03951; purified human FXIa, fluorogenic AMC substrate cleavage; inhibition, % at 10 µM; actives 0.3% (n = 33,000); AID 687, 2007;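 active means inhibition above 40% in the primary screen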;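 further: 0% = enzyme without compound and 100% = blank wells lacking enzyme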
FXIIa inh = human FXIIa protease inhibitors, primary screen, biochemical, single well; Coagulation factor XII (Homo sapiens), P00748; purified human FXIIa, AMC substrate fluorescence, 2 h; inhibition, % at 10 µM; actives 0.2% (n = 33,000); in the data active means inhibition above about 30%;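 further: 0% = enzyme with vehicle only and 100% = no enzyme blank; many of its hits are not listed in these tables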
* hit, by the source's call. An excerpt. The share of hits here may be higher or lower than overall.

| SMILES | FXIIa inh | FXIa single inh |
| --- | --- | --- |
| CC1(C)C(N(O)C(=O)Nc2ccc(Cl)cc2)N(c2ccc(Cl)cc2)C(=O)N1CC(=O)NN (stereo unspecified) | 7 | 1 |
| COc1ccc(C(=O)N2c3cc4c(cc3C(C)=CC2(C)C)OCO4)cc1 | 5 | 4 |
| COc1ccc(C(C(=O)NC2CCCC2)N(CCN2CCOCC2)C(=O)c2ccc(OC)c(OC)c2)cc1 (stereo unspecified) | -11 | 17 |
| CC(C)OC(=O)c1cc2c(ccn2C)n1CC(=O)N1CCC(Cc2ccccc2)CC1 | -16 | 25 |
| S=C1N(c2ccccc2)C(c2ccccc2)N2CCCN12 (stereo unspecified) | 11 | -2 |
| Cc1ccc(C2=NN(C)c3nc4ccccc4n3C2)cc1 | -29 | 0 |
| CCOC(=O)CNC(=O)CCNS(=O)(=O)c1ccc2c(c1)c(=O)n(C)c(=O)n2C | -10 | 35 |
| COc1ccc(OC)c(NC(=O)Nc2ccc(Cl)cc2)c1 | 4 | 7 |
| CC(=O)Nc1ccccc1O | 4 | 12 |
| COc1ccc([N+](=O)[O-])cc1C1NN=C(c2cccc3ccccc23)S1 (stereo unspecified) | -7 | 2 |
| COc1ccc(/C=C\c2onc(C)c2S(=O)(=O)N2CCC(C(=O)NCCC(C)C)CC2)cc1 | 1 | 4 |
| Cc1ccc(C(=O)NNC(=O)Cc2ccccc2)cc1 | 3 | 12 |
| CCOC(=O)c1cnc(SCC(=O)N2CCN(c3ccccc3)CC2)nc1N | 5 | 1 |
| Cc1ccc(S(=O)(=O)/C(C#N)=C/c2c(N3CCOCC3)nc3ccccn3c2=O)cc1 | 7 | -10 |
| COc1cccc(Nc2nc(N)nc(-c3oc4ccccc4c3C)n2)c1 | 7 | -8 |
| CCOC(=O)C1CCN(C(=O)CCS(=O)(=O)c2ccc3c(c2)CCN3C(C)=O)CC1 | 11 | 11 |
| COc1ccc(NC(=O)CCn2nc(C)cc2C)cc1 | 5 | -4 |
| Cc1cc(C)cc(OCc2nc3ncc(Br)cc3[nH]2)c1 | 7 | 0 |
| CCN(CC)C(=O)COc1ccc(CC(=O)O)cc1OC | 6 | 2 |
| CCc1ccc(CNC(=O)C2CCC(=O)N2C2CCCCC2)cc1 (stereo unspecified) | 1 | 5 |
| CN1CCCN(S(=O)(=O)c2ccc3c(c2)OCCO3)CC1 | 2 | 6 |
| O=C(NC1(C(F)(F)F)N=C2SCCN2C1=O)c1ccccc1 (stereo unspecified) | 4 | -4 |
| CSc1ccc(S(=O)(=O)NCc2ccc(Cl)cc2)cc1 | -2 | 3 |
| NC(=O)c1ccc(NC(=O)CCCN2C(=O)c3ccccc3C2=O)cc1 | 10 | -1 |
| CCOC(=O)c1c(NC(C)=O)sc2c(OC)cccc12 | 2 | 4 |
| CCOc1cc(C)c(C(C)C)cc1S(=O)(=O)N1CC(C)OC(C)C1 (stereo unspecified) | 5 | 0 |
| CCOc1ccc(-c2cn[nH]c2N)cc1 | 5 | 7 |
| CC(C)CCOc1ccc(C(CC(N)=O)C(=O)O)cc1 (stereo unspecified) | -2 | -5 |
| CC(C)C(CCNC(=O)CC(Cc1ccccc1)c1ccco1)c1ccco1 (stereo unspecified) | 3 | -15 |
| CN(c1ccc(S(=O)(=O)N2CCOCC2)cn1)C1CCCCC1 | 4 | -17 |

By substructure: the entries above containing a Cl atom
| SMILES | FXIIa inh | FXIa single inh |
| --- | --- | --- |
| CC1(C)C(N(O)C(=O)Nc2ccc(Cl)cc2)N(c2ccc(Cl)cc2)C(=O)N1CC(=O)NN (stereo unspecified) | 7 | 1 |
| COc1ccc(OC)c(NC(=O)Nc2ccc(Cl)cc2)c1 | 4 | 7 |
| CSc1ccc(S(=O)(=O)NCc2ccc(Cl)cc2)cc1 | -2 | 3 |

Further compounds:
| SMILES | FXIIa inh | FXIa single inh |
| --- | --- | --- |
| C=C(C)C1CC=C(C)/C(=N/NC(=O)COc2cccc3ccccc23)C1 (stereo unspecified) | 8 | 1 |
| O=C(O)C1CCCCC1C(=O)NCCC(c1ccccc1)c1ccccc1 (stereo unspecified) | -1 | -2 |
| Cc1ccc(-c2nc3ccccc3s2)cc1S(=O)(=O)N1CCOCC1 | -7 | 20 |
| Cc1cc2c(cc1C)CSC(c1c(O)ccc3ccccc13)SC2 | 6 | -8 |
| CCCC(=O)c1cc(F)c(N2CCN(S(=O)(=O)c3ccccc3)CC2)cc1C | -8 | -7 |
| CCN1CCN(C(=S)c2ccc(OCC(=O)N3CCOCC3)cc2)CC1 | 4 | -12 |
| O=C(CSc1nc2ccccc2c(=O)[nH]1)N1CCOCC1 | 6 | -1 |
| O=C(O)c1ccc(C(=O)Nc2cccc(NC(=O)C3CCCO3)c2)cc1 (stereo unspecified) | 3 | -5 |
| N#CC1=C2SCN(Cc3ccco3)CN2C(=O)CC1c1ccc(Cl)cc1 (stereo unspecified) | 5 | 7 |
| CCn1c(SCC(=O)c2ccc3ccccc3c2)nnc1-c1cccs1 | 7 | 11 |
| Cc1cc(C(=O)OCC(=O)Nc2cccc(S(=O)(=O)N3CCOCC3)c2)c(C)o1 | 3 | -11 |
| Cc1onc(-c2ccccc2Cl)c1C(=O)Nc1sc2c(c1C(N)=O)CCC(C)C2 (stereo unspecified) | 6 | 1 |
| O=C(O)[C@H]1CCCC[C@H]1C(=O)NCCNC(=O)[C@@H]1CCCC[C@@H]1C(=O)O | 5 | -2 |
| CSc1nc2nc(C(F)(F)F)cc(-c3ccccc3)n2n1 | 2 | -4 |
| COc1ccc(N2CCN(C(=O)CNC(=O)Cn3c(C)cc4ccccc4c3=O)CC2)cc1 | 4 | -1 |

Shown with each value named: part of the list above.
CCOC(=O)CNC(=O)CCNS(=O)(=O)c1ccc2c(c1)c(=O)n(C)c(=O)n2C
  FXIIa inh: -10 | FXIa single inh: 35

COc1ccc(OC)c(NC(=O)Nc2ccc(Cl)cc2)c1
  FXIIa inh: 4 | FXIa single inh: 7

CC(=O)Nc1ccccc1O
  FXIIa inh: 4 | FXIa single inh: 12

COc1ccc([N+](=O)[O-])cc1C1NN=C(c2cccc3ccccc23)S1 (stereo unspecified)
  FXIIa inh: -7 | FXIa single inh: 2

(continued)
| SMILES | FXIIa inh | FXIa single inh |
| --- | --- | --- |
| COC(=O)c1cn(NC(=O)c2cc(OC)c(OC)c(OC)c2)c(=O)c2ccccc12 | 5 | 4 |
| CCOc1ccccc1N1CCN(S(=O)(=O)c2cccs2)CC1 | -16 | 5 |
| O=C(Nc1nnc(C2CC2)s1)c1cccc(S(=O)(=O)N2CC(c3ccccc3)CC2=O)c1 (stereo unspecified) | 7 | 0 |
| COC(=O)c1cn[nH]c1NC(=S)Nc1ccc(C)cc1Cl | 3 | 3 |
| Clc1ccc(-c2n[nH]c3c2CCC3)c(Cl)c1 | 6 | 9 |
| CS(=O)(=O)N1CCN(C2Cc3ccccc3C2)CC1 | 1 | -7 |
| COC(=O)c1cc(OC)c(OC)cc1NC(=S)N1CCC(C(N)=O)CC1 | 6 | 13 |
| O=C1C2C3C=CC(C3)C2C(=O)N1c1n[nH]c(-c2ccccc2)n1 (stereo unspecified) | -8 | -1 |
| N#Cc1nc(-c2cccs2)oc1NCc1ccccc1 | -9 | -6 |
| O=C(c1ccc(Cl)cc1)c1ccc(OCC(=O)N2CCOCC2)cc1 | 4 | 3 |
| COc1ccccc1Nc1nnc(SCC(=O)c2cc(C)n(CC3CCCO3)c2C)s1 (stereo unspecified) | 6 | 0 |
| N#Cc1cn(-c2ccccc2)nc1-c1ccco1 | 5 | 2 |
| Cc1cc(C)nc(NC(=O)CSc2nc3ccccc3o2)n1 | 8 | 1 |
| O=C(O)c1ccc(S(=O)(=O)c2ccccc2)cc1 | 4 | 1 |
| O=C(Cc1ccccc1)NCCCc1ccccc1 | 2 | 10 |
| CC(C)CC(=O)NC1(C(F)(F)F)C(=O)N(Cc2ccccc2)C2=C1C(=O)CC(C)(C)C2 (stereo unspecified) | 9 | -2 |
| COc1ccc(CCC(=O)N2CCN(C3CCCCC3)CC2)cc1 | 6 | -6 |
| COc1ccc2cc(/C=C/C(=O)c3ccco3)c(Cl)nc2c1 | 15 | 12 |
| Nc1nc(N2CCCCC2)nc2ccccc12 | 9 | -6 |
| COc1ccccc1CNC(=O)c1ccccc1N(C)S(C)(=O)=O | -1 | -6 |
| COc1ccc(-c2ccc(CCC(=O)O)n2CC(C)C)cc1 | -2 | -8 |
| C=CCn1c(C)cc(C(=O)CN2C(=O)NC3(CCCc4ccccc43)C2=O)c1C (stereo unspecified) | 5 | -12 |
| COc1ccc(C2=NOC3(CC(=O)N(c4ccc(F)cc4)C3=O)C2)c(OC)c1 (stereo unspecified) | 7 | -7 |
| CN(c1ccccc1)S(=O)(=O)c1cc(C(=O)N2CCN(c3ccccn3)CC2)ccc1Cl | 3 | 6 |
| COC(=O)C1=C(C(=O)c2ccc(C)cc2)C(c2ccc(O)c(OC)c2)n2nnnc2N1 (stereo unspecified) | 9 | 8 |
| COC(=O)C(C)n1cnc2c(nnn2-c2cccc(Cl)c2)c1=O (stereo unspecified) | 4 | -1 |
| CC(C)N(C(=O)Cn1c(SCC(=O)Nc2nccs2)nc2ccccc21)C(C)C | -5 | -3 |
| O=C(NCc1ccco1)c1ccc(Cn2c(=O)c3ccccc3n(Cc3cccc(F)c3)c2=O)cc1 | 2 | 2 |
| Cc1cccc2cc(CN(Cc3ccc(F)cc3)C(=O)N3CCOCC3)c3nnnn3c12 | 2 | 1 |
| O=C(Nc1nc2c(Cl)ccc(Cl)c2s1)c1ccco1 | 2 | 4 |
| COc1ccc2c(c1)SCC(=O)N2C | 3 | -4 |
| CCOC(=O)c1cc(CN2CCOCC2)oc1-c1ccccc1 | 3 | -3 |
| CCC(Sc1ncccc1C(=O)OC(C)C)C(=O)NCc1ccco1 (stereo unspecified) | 6 | -2 |
| CCCc1cc(=O)oc2cc(C)cc(O)c12 | 9 | 13 |
| Cc1cc(C)n(CC(O)COc2ccccc2)n1 (stereo unspecified) | -14 | -8 |
| CC(=O)NC1(C(F)(F)F)NC(=O)N(C2CCCCC2)C1=O (stereo unspecified) | 9 | 2 |
| O=c1[nH]c2cc3c(cc2cc1C(c1nnnn1CC1CCCO1)N1CCCCCC1)OCO3 (stereo unspecified) | 1 | 0 |
| COc1ccc(C2=NCC(CSc3nnnn3C)S2)cc1 (stereo unspecified) | 2 | 1 |
| C=CCn1c(SCC(=O)Nc2ccc3c(c2)OCCO3)nnc1-c1ccccn1 | 6 | 3 |
| CC(=O)c1cc(C(c2csc(C(C)=O)c2)c2csc(C(C)=O)c2)cs1 | 12 | 9 |
| O=C(CSc1nnc(-c2ccccc2)o1)NCC1CCCCC1 | 3 | -17 |
| COc1ccc(S(=O)(=O)c2ccc(O)cc2)cc1 | 4 | -8 |
| CC1CC(C)CN(C(=O)c2cc(-c3ccccn3)nc3ccccc23)C1 (stereo unspecified) | 10 | 7 |
| CC(C)C[C@H](NC(=O)Nc1ccccc1F)C(=O)O | 5 | -5 |
| Cc1ccc(-n2c(SCC(=O)NCc3cccs3)nnc2-c2ccoc2C)cc1 | -14 | -5 |
| O=C1CCCCC(=O)c2ccccc2N1 | -13 | 4 |
| CCN1CCN(C(=O)CCCn2c(C)c3cnn(-c4ccccc4)c(=O)c3c2C)CC1 | 8 | 4 |
| COc1ccc(NC(=O)C2CCCN(S(=O)(=O)c3cccs3)C2)cc1OC (stereo unspecified) | 5 | -6 |
| CCc1c(O)nc(SCC(=O)Nc2ccccc2)n(C(C)CC)c1=O (stereo unspecified) | 4 | -6 |
| CCOC(=O)c1[nH]c(C)c(/C(O)=C2\C(=O)C(=O)N(CCN3CCOCC3)C2c2cccs2)c1C (stereo unspecified) | 5 | 10 |
| Cc1cccc(OCc2nc(-c3ccc(-n4cccc4)cc3)no2)c1 | 6 | 1 |
| Cc1cccc(C)c1NC(=O)C1CCCN(CCCc2ccccc2)C1 (stereo unspecified) | 10 | -7 |
| CS(=O)(=O)N(CC(=O)N1CCC(C(N)=O)CC1)c1ccc(Cl)c(C(F)(F)F)c1 | 2 | 9 |
| Cn1c(=O)cc(OCCCC(=O)Nc2cccnc2)c2ccccc21 | -20 | 5 |
| Cc1nn(-c2ccccc2)c2sc(C(=O)NC3CC3)cc12 | 1 | 0 |
| Cn1c(COc2ccccc2)nnc1SCC(=O)Nc1ccc(N2CCOCC2)c(Cl)c1 | 3 | 1 |
| COc1ccc(N2C(=O)/C(=C/c3ccc([N+](=O)[O-])cc3)C=C2c2ccccc2)cc1 | 8 | 2 |
| O=C(NCc1ccc2c(c1)OCO2)c1ccc(N2C(=O)C3CCCCC3C2=O)cc1 (stereo unspecified) | 7 | 2 |
| CC1(C)CC(NC(=O)CC2CCCCC2)CC(C)(C)N1 | -12 | -5 |
| Cc1ccc(C)c(S(=O)(=O)N2CCN(C(=O)Cn3c(C(F)(F)F)nc4ccccc43)CC2)c1 | 4 | 14 |

The list continues.
| SMILES | FXIIa inh | FXIa single inh |
| --- | --- | --- |
| COc1ccc(CCN(C)CCCC(C#N)(c2ccc(OC)c(OC)c2)C(C)C)cc1OC (stereo unspecified) | 5 | 9 |
| CC(C)CN1C(=O)/C(=C/c2cccs2)NC1=S | 4 | 0 |
| Cn1nnnc1SCC(=O)N1c2ccccc2CCc2ccccc21 | 14 | 5 |
| COc1ccc(CNS(=O)(=O)c2cccc(S(=O)(=O)N3CCOCC3)c2)cc1 | -10 | 21 |
| Nc1n[nH]c(-c2ccccc2)n1 | 6 | -2 |
| COc1ccccc1NC(=O)Cn1cnc2sc(C(=O)NCc3ccco3)c(C)c2c1=O | 0 | 2 |
| Cc1ccc(S(=O)(=O)Cc2ccc(C(=O)NCc3cccs3)o2)cc1 | -1 | -5 |
| CCCCc1oc2c(c(=O)c1C)C(=O)CC(c1ccccc1)C2 (stereo unspecified) | -15 | 15 |
| COc1ccc(NC(=O)c2ccc3nccnc3c2)cc1 | 6 | 2 |
| c1ccc(C(c2ccccc2)N2CCN(Cc3nnnn3C3CCCCC3)CC2)cc1 | 7 | -2 |
| CCOC(=O)C(Sc1cc(C)nc(N)n1)C(C)=O (stereo unspecified) | -12 | 18 |

Compound activity from PubChem BioAssay.
